# Screens (PubChem BioAssay)
# FECH inh – blocks human mitochondrial ferrochelatase activity. AID 1671448. hit rate 3.3% among 20,000. calls only at 10 µM (by protocol). P22830. purified FECH, Ni-mesoporphyrin absorbance 550 nm;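 active = enzyme reaction rate more than 3 SD below the solvent-only control wells on the same plate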;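 also: lower slope than DMSO wells means FECH inhibition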
# Target sequence (P22830 whole entry, looked up): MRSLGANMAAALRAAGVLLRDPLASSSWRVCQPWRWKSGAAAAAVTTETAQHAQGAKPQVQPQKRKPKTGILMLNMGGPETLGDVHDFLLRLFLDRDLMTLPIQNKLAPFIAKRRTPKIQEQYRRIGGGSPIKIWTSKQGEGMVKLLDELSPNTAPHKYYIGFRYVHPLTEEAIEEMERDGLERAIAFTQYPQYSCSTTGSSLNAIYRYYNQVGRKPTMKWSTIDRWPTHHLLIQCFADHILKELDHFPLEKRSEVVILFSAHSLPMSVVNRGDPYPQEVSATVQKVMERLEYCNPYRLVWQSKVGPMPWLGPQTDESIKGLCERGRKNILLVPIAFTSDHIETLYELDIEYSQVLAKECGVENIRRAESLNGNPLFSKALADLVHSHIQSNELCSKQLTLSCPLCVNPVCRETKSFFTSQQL
# Calls only; i = inactive; + = active, no number.
mol | FECH inh
CCn1ncc(CN(C)C(=O)c2cc(Cn3cnc4ccccc43)[nH]n2)c1C | i
c1csc(CCCc2nc(C3CC3)n[nH]2)c1 | i
CC(c1nccs1)N(C)C(=O)Cn1c(=O)oc2ccccc21 (stereo unspecified) | i
COCCN1CC(Nc2nc(-c3cccnc3)nc3c2CCNC3)CC1=O (stereo unspecified) | i
CC(=O)N(C)c1ccc(NC(=O)CN2CCN(c3ccncc3C)CC2)cc1 | i
Cc1ccc(C2(O)CCN(c3ccc(-c4nccn4C)nn3)CC2)nc1 | i
Cc1cc(C(=O)N(C)Cc2ccc3c(c2)OCO3)n[nH]1 | i
CC(c1cccnc1)N(C)C(=O)c1ccc(Oc2ccccc2)o1 (stereo unspecified) | i
CC(Cn1cncn1)Nc1ccc(-c2nccn2C)nn1 (stereo unspecified) | i
Cc1cc(C)cc(S(=O)(=O)NCc2nc3cccnc3n2C2CCCCC2)c1 | i
COCCN(Cc1cccs1)C(=O)c1cc(C)c(C)s1 | i
CC(C)NC(=O)CN1C(=O)C2CCCCN2c2ccc(S(=O)(=O)N3CCCCC3)cc21 (stereo unspecified) | i

# (cont.)
mol | FECH inh
Cc1ccc(C2=CC(c3c(F)cccc3Cl)n3nc(NC(=O)c4cccc(Cl)c4)nc3N2)cc1 (stereo unspecified) | i
COc1ccc(S(=O)(=O)N2CCC(n3c(C(F)(F)F)nc4cccnc43)CC2)cc1OC | +
COc1ccc(CNc2nc3nc(CNc4cccc(OC)c4)cc(=O)n3[nH]2)cc1 | i
CC(C)Cc1cc(C(=O)NC[C@@H]2CCNC[C@H]2O)n(C)n1 | i
CCOc1ccccc1-c1nc(C(N)=O)c2c(n1)n(-c1ccc(C)c(C)c1)c(=O)n2Cc1ccccc1 | i
COc1ccc(N2C(=O)CCS2(=O)=O)cc1S(=O)(=O)Nc1ccc(C)c(Cl)c1 | i
Cc1cccc(S(=O)(=O)NCc2nc3cccnc3n2Cc2ccc(F)cc2)c1 | i
Cc1cccc(-c2cc(N3CCN(C(=O)NCC(C)C)CC3)ncn2)c1 | i
CCOc1ccc(S(=O)(=O)N2CCN(c3cc(-c4ccc(F)cc4)ncn3)CC2)cc1 | i
Cc1ccc(-n2c(CN3CCN(S(=O)(=O)c4cc(C)ccc4C)CC3)nc3cccnc32)cc1 | i
Cc1cc(C)c(NC(=O)Cn2nc(-c3ccc(C)c(S(N)(=O)=O)c3)c3c(c2=O)CCCC3)c(C)c1 | i
Cc1nc(CN2CCC(Cc3ccc(F)cc3)CC2)co1 | i

# (cont.)
mol | FECH inh
Cc1cc(=O)[nH]c(C)c1NC(=O)c1cccc(CN2CC[C@H](O)C2)c1 | i
CCC(Oc1ccc2c(c1)CCCC2)C(=O)NC(C)(CO)CO (stereo unspecified) | i
O=C(c1cc(-c2ccccc2)n[nH]1)N(Cc1ccsc1)C1CC1 | i
Cc1[nH]c2ccccc2c1C(=O)C(=O)NC1CC(=O)N(c2ccccc2)C1 (stereo unspecified) | i
Cc1cc(NC(=O)CSCc2ccccc2)n(-c2ncnc3c2cnn3-c2ccc(F)cc2)n1 | i
Cc1cccc(-c2cc(N3CCN(C(=O)NCC4CCCO4)CC3)ncn2)c1 (stereo unspecified) | i
COc1ncccc1-c1ccc(-c2ncc(C)cn2)cc1 | i
CCc1cnc(N2CCC(N3CCCC(C(=O)NC4CC4)C3)CC2)nc1 (stereo unspecified) | i
Fc1cccc(Cl)c1-c1nccn1Cc1cnc2ccccn12 | i
CCOC(=O)c1cc2n(n1)CC(C)(C(=O)NC1CCCCC1)N(c1ccc(C)c(F)c1)C2=O (stereo unspecified) | i
O=S(=O)(NCc1nc2cccnc2n1C1CCCCC1)c1ccc(F)cc1 | i
O=C(O)C1CN(C(=O)c2cc(-n3cccn3)ccc2Cl)CCN1 (stereo unspecified) | i

# Later entries
mol | FECH inh
O=C(Nc1nc2n(n1)C(c1ccc(F)cc1)C=C(c1ccc(Cl)cc1)N2)c1ccccc1 (stereo unspecified) | i
c1cc(C2CCCN(Cc3cn[nH]c3C3CCCCC3)C2)[nH]n1 (stereo unspecified) | i
COCCn1c(CNC(=O)CC(C)C)nc2cccnc21 | i
COC(=O)[C@H]1C[C@@H](O)CCN1C(=O)c1cccc(OC)c1 | i
CSc1cccc(NS(=O)(=O)c2ccc3c(c2)NC(=O)CC(=O)N3)c1 | i
Cc1ccc(Cl)c(CN2CCN(c3cc(NCCO)ncn3)CC2)c1F | i
O=C(N[C@H]1CCC[C@H]1Cc1ccc(F)cc1)c1cc2n(n1)CCNC2 | i
O=C(COCc1ccccc1)N1[C@H]2CCNC[C@@H]1CC2 | i
CCn1c(C2CCN(c3ncnc4sc(C)cc34)CC2)n[nH]c1=O | i
O=C1CC(c2cccs2)=Nc2ccccc2N1 | i
Cc1cc(C)c(-n2cccn2)c(CN2CCN(C)C3(CCN(C)CC3)C2)c1 | i
COc1ccccc1CNC(=O)c1[nH]cnc1C(=O)NC1CCCCC1 | +

# 6 entries already listed, arranged by molecular weight, high to low:
mol | FECH inh
Cc1ccc(Cl)c(CN2CCN(c3cc(NCCO)ncn3)CC2)c1F | i
CSc1cccc(NS(=O)(=O)c2ccc3c(c2)NC(=O)CC(=O)N3)c1 | i
c1cc(C2CCCN(Cc3cn[nH]c3C3CCCCC3)C2)[nH]n1 (stereo unspecified) | i
COC(=O)[C@H]1C[C@@H](O)CCN1C(=O)c1cccc(OC)c1 | i
COCCn1c(CNC(=O)CC(C)C)nc2cccnc21 | i
O=C(COCc1ccccc1)N1[C@H]2CCNC[C@@H]1CC2 | i

# Next results follow.
mol | FECH inh
CC(C)(CO)NC(=O)c1ccccc1NCC(=O)O | i
CCC/C=C/c1ccc(-c2nn[nH]n2)cc1 | i
Cc1oc(-c2cccc(F)c2F)nc1CN1[C@@H]2CC[C@H]1CC(O)C2 (stereo partly specified) | i
COc1ccc(-c2nc(Cn3c(=O)c4cnc(-c5ccc(C)cc5)nc4n(C)c3=O)c(C)o2)c(OC)c1 | i
COc1ccccc1CN1C(=O)O[C@@H]2CN(C(=O)Cc3csc(C)n3)C[C@@H]21 | i
CN1[C@H]2CC[C@@H]1CN(C(=O)c1ccc(-n3cnnc3)cc1)CC2 | i
CSc1nc(Nc2ccc(C(C)C)cc2)c(C#N)c(-c2ccc(Cl)cc2)n1 | i
CCN1CCN(C(=O)CN2C(=O)C3CCCCN3c3ccc(C(=O)N(C)C)cc32)CC1 (stereo unspecified) | i
Cc1ccc(NC(=O)CN2CCCN(Cc3ccccc3)S2(=O)=O)cc1 | i
Cc1cc(C(=O)N(C)C(C)c2nc(C)sc2C)c2c(C)noc2n1 (stereo unspecified) | i
CCNC(=O)[C@@H]1C[C@@H](N)CN1C(=O)c1cc(C(F)(F)F)ccc1Cl | i
CCc1nc(OCC(=O)NCc2ccc(OC)cc2)c2c(C)c(C)oc2n1 | i

# Laid out differently: entries from further up
O=C(O)C1CN(C(=O)c2cc(-n3cccn3)ccc2Cl)CCN1 (stereo unspecified)
  FECH inh: i
O=C(Nc1nc2n(n1)C(c1ccc(F)cc1)C=C(c1ccc(Cl)cc1)N2)c1ccccc1 (stereo unspecified)
  FECH inh: i
c1cc(C2CCCN(Cc3cn[nH]c3C3CCCCC3)C2)[nH]n1 (stereo unspecified)
  FECH inh: i
COCCn1c(CNC(=O)CC(C)C)nc2cccnc21
  FECH inh: i

# Reprinted at random: 2 compounds from above, in no set order.
mol | FECH inh
COc1ccccc1CN1C(=O)O[C@@H]2CN(C(=O)Cc3csc(C)n3)C[C@@H]21 | i
CCN1CCN(C(=O)CN2C(=O)C3CCCCN3c3ccc(C(=O)N(C)C)cc32)CC1 (stereo unspecified) | i

# Continuation:
mol | FECH inh
CCCCNc1nc(Nc2ccc(F)cc2)c2cnn(-c3ccccc3)c2n1 | i
COc1ccc(CCNC(=O)CN2CCCN(Cc3ccccc3)S2(=O)=O)cc1OC | i
O=C1[C@@H]2C[C@H](O)CCN2C(=O)CN1CCC(c1ccccc1)c1ccccc1 | i
C=CCN(CC#Cc1ccccc1)C(=O)c1ccc(C2CCCN2)s1 (stereo unspecified) | i
CN1CCC2(CC1)CN(Cc1ccnn1-c1ccccc1)CCCN2C | i
CCC(Nc1ccccc1)c1nc(C2CCC2)no1 (stereo unspecified) | i
O=S(=O)(NCc1ccccc1)Nc1cc2c(cc1-n1ccnc1)OCCO2 | i
Cc1cc(C)n(-c2ccc(C(=O)N3CCc4c(c(C(=O)O)nn4C)C3)cc2)n1 | i
CC(C)Cn1ccnc1-c1ccc(OCC(N)=O)c(Cl)c1 | i
O=C(NCc1ccccc1)c1nc[nH]c1C(=O)N1CCCC1 | i
COCC1(c2nc(CN3CCN(C)CC3)no2)CCC1 | i
COc1cccc(-c2cc(N3CCN(S(=O)(=O)c4cc(Cl)ccc4OC)CC3)ncn2)c1 | i

# Additional compounds follow:
mol | FECH inh
Cc1ccc2nc(C(C)Nc3nc(C)nc4c3cnn4C)[nH]c2c1 (stereo unspecified) | i
O=C(CN1C(=O)CCc2cc(S(=O)(=O)N3CCCC3)ccc21)NC1CC1 | i
COCCn1c(CNC(=O)c2ccc(F)cc2)nc2cccnc21 | i
COc1ccc(CN2CCCC2)cc1Oc1ccnc2ccccc12 | i
CC(C)C(=O)N[C@H]1C[C@@H](C(=O)NCCCN2CCCC2=O)N(C)C1 | i
Cc1cccn2c(CC(=O)NCc3nncn3C3CCCCC3)cnc12 | i
Cn1nc(C(=O)NCc2ccccc2)c2c1CCN(C(=O)C1CC1)C2 | i
Cc1ccc(N2C(=O)N(Cc3cc(=O)n4ccccc4n3)c3ccccc3S2(=O)=O)cc1 | i
CCNC(=O)NCC1CCCN(Cc2cnn3c(C)cc(C)nc23)C1 (stereo unspecified) | i
COc1ccc(C(=O)Nc2ccccc2SCc2cc(=O)n3c(ncn3C(C)C)n2)cc1OC | i
CC(C)CC(=O)N1CCc2c(c(C(=O)NCc3ccccc3)nn2C)C1 | i
CCCCOc1ccc(S(=O)(=O)N2CCN(c3nc(C)cc(N4CCOCC4)n3)CC2)cc1 | i

# Further entries follow:
mol | FECH inh
O[C@@H]1C[C@H]2CN(CCOc3ccc(Cl)cc3)C[C@H]2C[C@@H]1O | i
Fc1ccccc1CC1CCN(Cc2cnc(NCC3CCCO3)nc2)CC1 (stereo unspecified) | i
CCCCN(Cc1nc2nc(C)cc(C)n2n1)C(=O)c1ccc(C)cc1 | i
CCc1cc(Sc2ccc(NC(=O)Nc3cc(C)cc(C)c3)cc2)n2nc(C)nc2n1 | i
c1ccc(Cc2nc(CCc3cccnc3)n[nH]2)cc1 | i
CN(CCCC1CCCO1)Cc1ncc[nH]1 (stereo unspecified) | i
CCOC(=O)c1ccc(NC(=O)C2CCN(c3ncnc4c3nc3n4CCCCC3)CC2)cc1 | i
CCOc1ccc(-c2nc(SCC(=O)N3CCc4ccccc4C3)n3[nH]c(=O)cc3n2)cc1 | i
COc1ccccc1N1CCN(S(=O)(=O)c2ccc3c(c2)NC(=O)CC(=O)N3)CC1 | i

# The list is partial; count on the stated rates, not on these rows.
